CASP6 VEID inh: inhibitors of human caspase-6 | purified caspase-6, Z-VEID-R110 cleavage fluorescence | inhibition, % at 12.5 µM | hit rate 0.53% among 350,000 | P55212;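 active = mean inhibition across replicates at least about 35%, with every replicate also reaching that limit, limit read from the data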;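 also: 0% = median of neutral control wells and 100% = no fluorescence left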
Target sequence (P55212 24-179 limits assumed): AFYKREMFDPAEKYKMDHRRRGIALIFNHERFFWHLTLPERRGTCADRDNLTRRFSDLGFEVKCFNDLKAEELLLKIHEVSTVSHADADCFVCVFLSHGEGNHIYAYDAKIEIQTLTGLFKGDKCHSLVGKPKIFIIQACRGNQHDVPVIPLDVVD
Target sequence (P55212 194-293 limits assumed): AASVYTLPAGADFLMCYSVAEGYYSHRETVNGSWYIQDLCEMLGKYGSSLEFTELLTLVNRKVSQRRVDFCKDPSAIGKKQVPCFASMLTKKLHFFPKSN
S100A4 MyoIIA: blocks human S100A4 binding to myosin IIA peptide; P26447; hit rate 0.14% among 360,000; inhibition, % at 10.7 µM; S100A4/TAMRA-MyoIIA peptide fluorescence polarization;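 active = mean inhibition of at least 70% across replicates, with every replicate also reaching that level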
Target sequence (P26447 whole entry, looked up): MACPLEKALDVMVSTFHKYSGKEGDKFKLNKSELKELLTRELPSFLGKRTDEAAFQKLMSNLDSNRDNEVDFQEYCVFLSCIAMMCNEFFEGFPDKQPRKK
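Test system – S100A4 monomer (human) · Compound – single-point compound testing · Schedule – 5 min incubation before reading · Probe or stimulus – TAMRA-labelled myosin IIA heavy-chain peptide probe, 5 nM · Benchmarks – neutral control DMSO, positive control TFP · Medium – Calcium-containing HEPES buffer, pH 7.2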
SIRT5 block: inhibitors of human sirtuin-5 desuccinylase | Q9NXA8 | Purified SirT5, succinyl-peptide AMC, trypsin-coupled fluorescence | inhibition, % at 15 µM | hit rate 1.1% among 330,000; in the data active = inhibition above about 15%
Target sequence (Q9NXA8 whole entry, looked up): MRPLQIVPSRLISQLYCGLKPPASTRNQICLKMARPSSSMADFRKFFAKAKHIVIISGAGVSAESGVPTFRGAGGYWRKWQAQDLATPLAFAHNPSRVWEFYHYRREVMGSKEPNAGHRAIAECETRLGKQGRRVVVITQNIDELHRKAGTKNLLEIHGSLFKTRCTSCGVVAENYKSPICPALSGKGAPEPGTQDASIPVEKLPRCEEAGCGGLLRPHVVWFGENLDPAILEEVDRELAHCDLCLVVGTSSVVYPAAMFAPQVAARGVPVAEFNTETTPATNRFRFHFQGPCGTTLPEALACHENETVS
esBAF inh: blocks esBAF chromatin remodeling in mouse ES cells; reporter increase, % at 12.5 µM; hit rate 2% among 350,000; Bmi1-luciferase knock-in reporter, 24 h; 100% = twice the neutral-well signal; in the data active = activation above about 40%;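 also: 0% = median of the plate's neutral control wells and 100% = double that signal; a rise in the Bmi1 reporter signal indicates esBAF inhibition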
LGR2 antag: inhibitors of bursicon-induced Drosophila LGR2 receptor cAMP signaling; AID 720647; inhibition, % at 9.99 µM; hit rate 0.35% among 380,000; HEK293 LGR2, CRE-luciferase, bursicon-stimulated, 4 h;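 active = drop in luminescence signal, shown as inhibition above about 50% in the replicate tests, limit read from the data, passing the limit was not always enough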;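 also: agonist challenge used bursicon conditioned medium at about half maximal strength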
Statin myotox sup: protects C2C12 myotubes from simvastatin toxicity | ATP luminescence, 48 h; scaled: DMSO 0, geranylgeraniol control 100 | rescue of ATP level, % at 7.49 µM | hit rate 0.78% among 330,000 | AID 602340;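 active = mean ATP rescue above about 67%, or every replicate alone reaching that limit, limit read from the data, passing the limit was not always enough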;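 also: myotubes were challenged with 10 µM simvastatin during compound exposure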
FN deposition inh: fibronectin deposition inhibition; AH1F fibroblasts, Alexa488-fibronectin deposition fluorescence, overnight; inhibition, % at 12.6 µM; hit rate 0.086% among 350,000; AID 743247;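 active = mean inhibition across replicates of 30% or more, regardless of how many single replicates reach that level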;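 also: positive control wells lacked labelled fibronectin entirely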
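Material: AH1F fibroblast monolayer depositing Alexa488-labelled fibronectin into matrix / Amount: 10000 AH1F cells per well / Signal: fluorescence 485/525 nm / Medium: DMEM, 2% serum / Compound: single dose, pinned / Incubation: 1 h cell adhesion before compound, then overnight fibronectin incubation / Reagent: Alexa488-FN, 24 nM final / Read-out: inhibition of fibronectin deposition signal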
Numbers without * were called inactive; / = not tested or not shown; & = joins results of further samples.

SMILES	CASP6 VEID inh	S100A4 MyoIIA	SIRT5 block	esBAF inh	LGR2 antag	Statin myotox sup	FN deposition inh
CCCCN1C(=O)C(=O)N(CC(=O)Nc2sc(C)c(C)c2C(=O)OC)C1=O	-2	4	-6	-1	-5	-13	1
O=C(Cc1cccc2ccccc12)NC(=S)Nc1cccc(C(=O)O)c1	0	1	-1	/	-32	/	2
CCN(CC)c1ccc(NC(=O)Cn2c(C(C)NC(=O)c3ccccc3)nc3ccccc32)cc1 (stereo not given)	-5	0	-1	/	2	/	-9
Cn1c(=O)n(C)c2cc(NC(=O)COc3ccc(F)cc3F)ccc21	1	5	-2	7	0	8	5
CCCCNC(=O)C1(C)CCCCN1C(=O)c1cncc(Br)c1 (stereo not given)	-1	-2	0	-6	-2	-4	-3
CCC(=O)N1C[C@@H](O)COC[C@@H]2O[C@H](CC(=O)N3CCCCC3)CC[C@H]21	-1	11	4	-1	-10	-6	-9
CN(C)CC#Cc1ccc([C@@H]2[C@H]3CN(C(=O)c4ccccc4)CC(=O)N3[C@H]2CO)cc1	-14	12	2	/	-15	/	/
COc1cccc(S(=O)(=O)N[C@@H]2C=C[C@H](CC(=O)NCc3ccc(Cl)cc3)O[C@@H]2CO)c1	0	-14	-2	/	4	/	/
O=C(COc1ccc(/C=N/NC(=O)c2ccncc2)cc1)Nc1ccc([N+](=O)[O-])cc1	-3	-1	-1	1	0	2	-52
C[C@H](CO)N1C[C@H](C)[C@@H](CN(C)Cc2ccc(Cl)c(Cl)c2)Oc2ccc(NC(=O)Nc3ccc(F)cc3)cc2CC1=O	-1	11	8	5	21	28	-17
Cc1c(C(=O)c2ccc3c(c2)OCO3)ccc2c1OCO2	-1	17	-4	/	-17	/	-4
COc1ccc(CCNC(=O)Cn2nnc(-c3cccc(OC)c3OC)n2)cc1OC	0	3	-1	4	10	15	-7
CN1CCN(C(=O)[C@H]2[C@H](CO)[C@H]3Cn4c(ccc(C5=CCCC5)c4=O)[C@@H]2N3S(C)(=O)=O)CC1	-15	0	-15	5	-6	-1	/
Cc1ccc(NC(=O)c2sc(N)nc2-c2ccccc2)cc1C	3	2	0	/	5	/	1
COc1ccc(S(=O)(=O)N(C)C[C@@H]2Oc3ccc(N(C)C)cc3CC(=O)N([C@H](C)CO)C[C@H]2C)cc1	-4	5	-2	4	-2	6	7
Cn1nc(-c2ccccc2)cc1NC(=O)[C@@H]1O[C@H](CO)[C@H](O)[C@H](O)[C@H]1O	5	4	/	-6	9	2	-3
CN1CCN(S(=O)(=O)c2cccc(C(=O)Nc3nc(-c4ccccc4)cs3)c2)CC1	/	/	/	10	/	-13	10
NC(=O)C1CCN(C(=O)COc2ccc(S(=O)(=O)NCc3ccccc3)cc2Cl)CC1	4	4	-1	/	14	/	3
Cc1ccc(F)c([C@H]2C3C=CCC(c4ccccc4)C3C(=O)N2Cc2ccccc2)c1 (stereo not given in full)	4	-1	/	2	18	2	-8
CCOc1ccc(C2c3c(oc4ccccc4c3=O)C(=O)N2c2ccc(C)cn2)cc1OC (stereo not given)	3	8	-1	14	-21	27	11
OC(CN1CCN(c2cccc(Cl)c2)CC1)C(c1ccccc1)c1ccccc1 (stereo not given)	0	3	-6	-3	15	3	1
C[C@@H]1CCCCO[C@@H](CN(C)Cc2ccc(C(=O)Nc3ccccc3N)cc2)[C@@H](C)CN([C@H](C)CO)C(=O)c2cc(NS(=O)(=O)c3cn(C)cn3)ccc2O1	0	-2	1	/	19	/	/
CCCC(=O)Nc1ccc2c(c1)C(=O)N(C)C[C@H](OC)[C@H](C)CN(Cc1ccccn1)[C@H](C)CO2	-1	8	-9	0	1	6	-15
O=C1c2ccccc2NC(c2ccccc2)N1c1ccc(O)cc1 (stereo not given)	0	1	-1	13	9	1	/
CCN(CC(=O)Nc1ccc(OC)c(Cl)c1)CC(=O)NC(C)C	-1	1	-2	-5	-16	12	2
NC(=O)c1sc2nc(-c3cccs3)ccc2c1N	-1	-4	-6	59*	-6	-5	9
CCc1onc(C)c1C(=O)Nc1ccc(N2CCOCC2)cc1	-2	-5	-1	-9	6	-6	0
C[C@H](NC(=O)C[C@@H]1C[C@H]2c3cc(NC(=O)NC4CCCC4)ccc3O[C@H]2[C@@H](CO)O1)c1ccccc1	4	-5	-3	-1	2	5	-11
O=C(CCSc1ccc(Br)cc1)c1ccc(O)cc1	2	-6	-4	/	-13	/	-5
Cn1nnnc1SCc1cc(=O)n2ccsc2n1	/	/	/	-3	-12	16	/
CC(C)(C)OC(=O)C[C@@H]1C/C=C\C[C@H](CC(=O)N[C@H](CO)Cc2ccccc2)C(=O)N[C@H](Cc2ccccc2)COC1=O	-1	-1	/	-15	12	-5	-5
CC1CN(C(=O)c2ccc(COc3ccc(C(C)C)cc3)o2)CC(C)O1 (stereo not given)	5	-2	-5	/	-52	/	-1
Nc1cc(=O)[nH]c(SCC(=O)N2N=C(c3ccc(Cl)cc3)CC2c2ccco2)n1 (stereo not given)	-4	-8	-1	/	-11	/	1
CS(=O)(=O)c1nc(-c2ccc(Br)cc2)n[nH]1	6	-7	-8	2	-9	1	0
C[C@H]1CN([C@@H](C)CO)C(=O)c2cccc(NC(=O)Nc3ccc(F)cc3)c2O[C@@H]1CN(C)C(=O)NC1CCCCC1	-3	-46	0	-2	5	4	/
COc1ccc(C(=O)Nc2ccc3c(c2)OCCO3)cc1S(=O)(=O)N1CCOCC1	0	-15	-10	4	-4	-3	11
CCOc1ccc(N2C(=O)c3ccc(C(=O)OCc4c(C)noc4C)cc3C2=O)cc1	/	/	/	4	/	-14	-3
OCCC1CN(Cc2nc(-c3ccccc3)cs2)CCN1Cc1ccc(F)cc1 (stereo not given)	0	0	3	4	/	/	2
CN(C)c1ccc(N2C(=NC(=O)COc3ccccc3)SC3CS(=O)(=O)CC32)cc1 (stereo not given)	-4	0	1	10	-7	2	3
COc1ccc(S(=O)(=O)Nc2cccc3c2O[C@H](CN(C)C(=O)NC2CCCCC2)[C@@H](C)CN([C@@H](C)CO)C3=O)cc1	11	10	2	1	-11	-65	11
Cc1noc(C)c1S(=O)(=O)Nc1ccc2c(c1)C(=O)N([C@H](C)CO)C[C@@H](C)[C@@H](CN(C)C(=O)c1ccncc1)OCCCC[C@H](C)O2	-1	6	2	5	-12	/	/
O=S(=O)(Cc1ccccc1)NCc1ccccn1	3	-2	-4	3	8	-3	/
O=C(O)C1C2CCC(O2)C1C(=O)Nc1cccc(Cl)c1 (stereo not given)	0	-4	-1	-2	3	0	1
CN1C(=O)c2cc(NC(=O)c3ccc(F)cc3)ccc2OC[C@H]2O[C@H](CC(=O)NCC3CCCCC3)CC[C@@H]21	0	4	5	4	17	22	5
COc1ccc(S(=O)(=O)Nc2ccc3c(c2)CC(=O)N([C@@H](C)CO)C[C@H](C)[C@@H](CN(C)Cc2ccc(-c4ccccc4)cc2)O3)cc1	-1	1	10	1	16	64	/
Cn1c(CNC(=O)c2ccco2)nnc1SCC(=O)c1ccccc1	-3	-1	2	-2	-29	1	-1
CCCN[C@@H]1C(=O)N2C(C(=O)OCCC)=C(C)CS[C@H]12	0	0	1	-6	11	-2	13
COc1cccc(S(=O)(=O)N[C@H]2CC[C@@H](CCn3cc(-c4ccccc4)nn3)O[C@H]2CO)c1	-3	-19	-2	5	-9	-8	/
O=C1CS/C(=N/N=C/c2cccs2)N1	1	-2	-2	/	17	/	3
Cc1cc(=O)n2nc(-c3ccc(C(F)(F)F)cc3)sc2n1	/	/	/	9	/	-4	-2
COc1ccc2c(c1)CCCO[C@]21O[C@H](CCO)C[C@H](O)[C@H]1O	-2	0	-6	5	23	3	/
Cc1noc(C)c1S(=O)(=O)Nc1ccc2c(c1)C(=O)N([C@H](C)CO)C[C@H](C)[C@H](CN(C)S(=O)(=O)c1cccs1)OCCCC[C@@H](C)O2	/	/	/	0	1	-46	-5
COc1ccc(-c2ccc3c(c2)O[C@H](CN(C)Cc2cccnc2)[C@@H](C)CN([C@@H](C)CO)S3(=O)=O)cc1	0	8	3	-7	-10	-38	/
O=C(NNc1cc(C(F)(F)F)nc2ccccc12)Nc1cccc(Cl)c1	6	8	-2	/	8	/	11
Cc1ccc(C(=O)OCC(=O)NCc2cccc(Cl)c2)cc1S(=O)(=O)N1CCCCC1	1	1	1	2	-7	8	-2
COc1ccc(CN(C)C[C@H]2Oc3c(NS(=O)(=O)c4ccc(C)cc4)cccc3C(=O)N([C@H](C)CO)C[C@H]2C)cc1	4	-1	-5	0	-6	-21	/
CNC(=O)COc1ccc(Nc2nnc(-c3ccc(C)c(S(N)(=O)=O)c3)c3ccccc23)cc1	9	2	-2	5	4	15	-1
C[C@@H]1CCCCO[C@H](CN(C)C(=O)c2ccccc2)[C@@H](C)CN([C@H](C)CO)C(=O)c2cc(NC(=O)Nc3ccc4c(c3)OCO4)ccc2O1	0	6	2	0	6	/	/
CCSc1nnc(NC(=O)NC2CCCCC2)s1	2	-3	1	40	-41	7	-8
Cc1ccccc1CNc1ncnc2cc(Cl)ccc12	2	-4	-4	2	10	3	5

The list goes on, overlapping the part above by six compounds.
SMILES	CASP6 VEID inh	S100A4 MyoIIA	SIRT5 block	esBAF inh	LGR2 antag	Statin myotox sup	FN deposition inh
Cc1ccc(C(=O)OCC(=O)NCc2cccc(Cl)c2)cc1S(=O)(=O)N1CCCCC1	1	1	1	2	-7	8	-2
COc1ccc(CN(C)C[C@H]2Oc3c(NS(=O)(=O)c4ccc(C)cc4)cccc3C(=O)N([C@H](C)CO)C[C@H]2C)cc1	4	-1	-5	0	-6	-21	/
CNC(=O)COc1ccc(Nc2nnc(-c3ccc(C)c(S(N)(=O)=O)c3)c3ccccc23)cc1	9	2	-2	5	4	15	-1
C[C@@H]1CCCCO[C@H](CN(C)C(=O)c2ccccc2)[C@@H](C)CN([C@H](C)CO)C(=O)c2cc(NC(=O)Nc3ccc4c(c3)OCO4)ccc2O1	0	6	2	0	6	/	/
CCSc1nnc(NC(=O)NC2CCCCC2)s1	2	-3	1	40	-41	7	-8
Cc1ccccc1CNc1ncnc2cc(Cl)ccc12	2	-4	-4	2	10	3	5
O=C(N/N=C/c1ccccn1)NC12CC3CC(CC(C3)C1)C2	0	-4	-1	/	-40	/	-5
COc1ccc(CN(C)C[C@@H]2Oc3ccc(NC(=O)NC4CCCCC4)cc3C(=O)N([C@@H](C)CO)C[C@H]2C)cc1	-2	9	0	1	-13	5	/
C[C@H](NC(=O)C1CCN(S(=O)(=O)c2ccccc2)CC1)C(=O)NCc1ccccc1	0	-1	-6	5	10	-13	1
C[C@@H]1CN([C@H](C)CO)C(=O)CCCn2nncc2CO[C@H]1CN(C)C(=O)Nc1ccc2c(c1)OCCO2	-5&-2	0&-5	-1	20	-78&-2	-1	-1&-6
O=C(Cc1c(C(=O)O)[nH]c2ccccc12)NCCN1CCN(c2ccccc2F)CC1	/	/	/	-7	/	2	-7
CCNC(=O)C[C@@H]1CC[C@H]2[C@@H](COC[C@@H](O)CN2C(=O)Nc2ccc(Cl)c(Cl)c2)O1	-1	3	7	-8	0	-4	-3
Cc1ccc(OC(C)C(=O)Nc2cc(C)on2)cc1 (stereo not given)	2	-4	0	-8	-6	-10	/
CCn1c(SCC(=O)Nc2cccc(S(=O)(=O)N(C)c3ccccc3)c2)nnc1C1CC1	0	2	-3	0	-8	1	10
C[C@@H]1CN([C@H](C)CO)C(=O)c2cc(C3=CCCC3)cnc2O[C@H]1CN(C)C(=O)c1ccc2c(c1)OCO2	2	-5	-2	-2	11	8	/
CN(C)C1=NC[C@H](Cc2ccccc2)N1CCc1cccc(F)c1	-2	-1	/	-2	-14	-17	-3

Only part of the results is shown; the hit share may differ from the screen's.
